UHRF1 binding: UHRF1 methylated DNA binding inhibitors, primary screen, counter-screen for MBD2 inhibitor project, biochemical, TR-FRET, human UHRF1, single concentration; AID 687016, 2013; E3 ubiquitin-protein ligase UHRF1 (Homo sapiens), Q96T88; UHRF1 binding to methylated oligo; 370,000 tested, 0.75% active; inhibition, % at 4.4 µM; in the data active = inhibition above about 21%;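 also: UHRF1 SRA domain binding a hemimethylated CpG hairpin DNA probe; 0% = median of test compound wells and 100% = reference inhibitor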
TCR-CD3 inh: inhibitors of human TCR-CD3 interaction, primary screen, biochemical, fluorescence, TAMRA-labeled TCR probe. T-cell receptor (TCR). inhibition, % at 9.4 µM. 360,000 tested, 0.37% active; in the data active = inhibition above about 19%;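 also: recombinant mutant TCR 2C K166C tagged with TAMRA read by polarization; 0% = receptor in buffer alone and 100% = receptor with positive control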
SIAE primary: human SIAE inhibitors, primary screen, biochemical, fluorescence polarization, FP-Rh probe, 1536-well HTS | AID 1053197, 2014 | 370,000 tested, 0.69% active | Sialate O-acetylesterase (Homo sapiens), Q9HAT2 | inhibition, % at 9.66 µM | SIAE FP-Rh probe binding;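 active = inhibition above a cutoff: mean of compounds within the control limits plus 3 SD of those, cut at about 17% in these data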;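 also: 0% = plate median of compound wells and 100% = probe without SIAE protein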
LEDGF integ inh: blockers of LEDGF/p75-dependent integrase strand transfer – biochemical, TR-FRET, high throughput, primary screen; AID 743269, 2014; TR-FRET IN-LEDGF/p75 DNA integration, Eu/Cy5; 370,000 tested, 0.64% active; inhibition, % at 3.7 µM; HIV-1 integrase (with human LEDGF/p75);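 active = inhibition above the screen-wide mean plus 3 SD, cut at about 13% in these data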;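 also: signal is the Cy5 over europium emission ratio at 671 and 618 nm; 0% = plate median of compound wells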
ABHD4 inh: ABHD4 inhibitors, primary screen, biochemical, fluorescence polarization, mouse. (Lyso)-N-acylphosphatidylethanolamine lipase (Mus musculus), Q8VD66. AID 720543, 2013. inhibition, % at 8.92 µM. 370,000 tested, 0.54% active. purified mABHD4, FP-Rh probe fluorescence polarization;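 active = inhibition exceeding the mean over every tested compound plus 3 SD, cut at about 30% in these data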;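 also: 0% = plate median of compound wells and 100% = S159A mutant with DMSO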
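Doses – 8.92 µM, single dose · Material – wild-type mouse ABHD4 protein · Replication – single well per compound (singlicate) · Measure – percent inhibition of probe binding, normalized to plate controls · Schedule – 45 min compound pre-incubation plus 60 min probe step, 25 °C · Detection – fluorescence polarization with parallel and perpendicular emission, 525/598 nm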
PG9 binder: binders of HIV-1 gp120 antibody PG9, primary screen, biochemical, TR-FRET. TR-FRET gp120-PG9 antibody binding. inhibition, % at 6.7 µM. 360,000 tested, 0.43% active; in the data active = inhibition above about 8.5%
Tn7 DDE FP: inhibitors of Tn7 peptide binding to fibrin DD(E), primary screen, biochemical, fluorescence polarization, human fibrin, Tn7 probe | Fibrinogen beta chain (Homo sapiens), P02675 | FP displacement of FITC-Tn7 peptide from fibrin DD(E); 0% = median of compound wells per plate | inhibition, % at 8.3 µM | 370,000 tested, 0.13% active | AID 720508, 2013;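 active = inhibition above the mean of compounds falling within the control limits plus 3 SD of them, cut at about 14% in these data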;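 also: 0% = plate median of compound wells and 100% = 10 µM Aha-Tn7 peptide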
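Measure: % inhibition scaled between sample-field median and high-control FP; Test system: human fibrin DD(E); Quantity: 2 µM final DD(E) protein; Doses: one dose, 8.3 µM nominal; Schedule: compound with protein 10 min, then 3 h after probe, room temperature; Detection: fluorescence polarization; Medium: Tris buffer with calcium and detergent, pH 7.8.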
TDP2 absorb: human TDP2 enzyme inhibitors, primary screen, biochemical, epi absorbance, recombinant enzyme; Tyrosyl-DNA phosphodiesterase 2 (Homo sapiens), O95551; T5PNP hydrolysis, p-nitrophenol absorbance 415 nm; inhibition, % at 12.8 µM; 370,000 tested, 0.34% active; AID 720702, 2013;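 active = inhibition above the mean of all tested compounds plus 3 SD, set per campaign, cut at about 25% in these data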;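 also: 0% = DMSO with enzyme and 100% = buffer with substrate but no TDP2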
Target sequence (O95551 whole entry, looked up): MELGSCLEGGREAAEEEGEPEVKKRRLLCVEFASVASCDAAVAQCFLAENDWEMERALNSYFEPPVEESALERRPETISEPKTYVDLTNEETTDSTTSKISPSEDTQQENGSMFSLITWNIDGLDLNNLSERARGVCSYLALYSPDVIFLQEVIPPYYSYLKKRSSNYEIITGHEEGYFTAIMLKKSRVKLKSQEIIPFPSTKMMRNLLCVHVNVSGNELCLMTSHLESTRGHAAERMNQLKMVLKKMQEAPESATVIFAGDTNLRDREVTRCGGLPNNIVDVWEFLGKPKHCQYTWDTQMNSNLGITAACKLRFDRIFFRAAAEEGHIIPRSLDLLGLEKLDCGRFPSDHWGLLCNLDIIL
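Material: recombinant human TDP2; quantity: TDP2 enzyme at 120 nM final; medium: Tris-HCl pH 7.5 with MgCl2; compound: single concentration, 12.8 µM nominal, with 1% DMSO; incubation: 2 h enzyme incubation at 37 °C; signal: epi absorbance; measure: percent inhibition; benchmarks: high control without enzyme, low control DMSO plus TDP2; repeats: singlicate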
PRMT1 inh: PRMT1 methyltransferase inhibitors, primary screen, biochemical, fluorescence polarization | AID 652257, 2013 | recombinant PRMT1, activity-based probe fluorescence polarization | inhibition, % at 2.79 µM | 370,000 tested, 1.3% active;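 active = inhibition above about 21% made by adding two undisclosed values, limit read from the data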
Target sequence (Q99873 whole entry, looked up): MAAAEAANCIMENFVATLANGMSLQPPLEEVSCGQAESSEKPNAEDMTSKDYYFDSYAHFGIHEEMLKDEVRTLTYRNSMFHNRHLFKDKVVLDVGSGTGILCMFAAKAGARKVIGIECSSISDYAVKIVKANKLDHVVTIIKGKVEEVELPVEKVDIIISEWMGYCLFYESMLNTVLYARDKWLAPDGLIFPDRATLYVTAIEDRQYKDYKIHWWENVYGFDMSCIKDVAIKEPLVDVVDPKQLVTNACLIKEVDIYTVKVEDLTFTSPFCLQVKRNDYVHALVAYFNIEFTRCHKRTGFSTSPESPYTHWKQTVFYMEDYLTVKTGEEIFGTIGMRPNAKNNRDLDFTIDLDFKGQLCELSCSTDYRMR
HTRA1 inh: HTRA1 serine protease inhibitors, primary screen, biochemical, fluorescence polarization, HTS | inhibition, % at 5.96 µM | 340,000 tested, 0.5% active | recombinant HTRA1, FP-rhodamine activity-based probe | AID 504803, 2011 | Q92743; in the data active = inhibition above about 36%;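 also: 0% = enzyme with DMSO and 100% = wells lacking enzyme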
An asterisk follows results filed as active; . = not tested or not shown.

SMILES	UHRF1 binding	TCR-CD3 inh	SIAE primary	LEDGF integ inh	ABHD4 inh	PG9 binder	Tn7 DDE FP	TDP2 absorb	PRMT1 inh	HTRA1 inh
O=C(NC12CC3CC(CC(C3)C1)C2)N1CCN(S(=O)(=O)c2ccc(Cl)cc2)CC1	3	-8	-4	1	-2	1.9	-3	4	3	-4
Cc1cc(C(=O)NN=C2CCCC2)c2ccccc2n1	-2	6	-7	3	-3	0.6	6	11	-2	-3
Nc1cc(C(F)(F)F)ccc1Nc1ccccc1	1	4	1	-1	5	-0.9	9	-1	4	5
CN1CCN(C(=O)c2ccc(CSc3ccc(Cl)cc3)cc2)CC1	3	9	-4	0	0	-1.9	1	-4	-2	-5
O=C1c2ccccc2-c2c1c1ccccc1c(=O)n2CCO	-26	-5	-13	7	9	-11	-2	-11	-1	3
Cc1ccc2c(c1)C(=O)C(=O)N2c1ccc(Cl)cc1	-4	0	4	-1	2	0.8	3	9	-5	-17
CCOC(=O)CNC(=O)c1ccc2[nH]c3c(c2c1)CCCC3	0	-12	1	-2	5	1.3	-6	2	-2	12
CCCCn1c(SCC(=O)NC(=O)NCc2ccco2)nc2cc(S(N)(=O)=O)ccc21	12	-4	4	4	3	1.0	-8	3	2	-6
CCN(CC)S(=O)(=O)c1cccc(-c2nnc(SCC#N)n2Cc2ccccc2)c1	-2	-1	1	0	-2	-0.8	2	7	-1	-11
Cc1ccc(C)c(OCc2nc(-c3cccnc3)no2)c1	0	4	1	0	2	1.1	-5	0	-1	3
C/C=C(\C)CN1CCC(n2nccc2NC(=O)c2ccc(OC)cc2)CC1	2	6	4	3	0	-1.6	-3	6	-2	1
Cc1ccccc1NC(=O)C(=O)NCCCN1CCCC1=O	1	5	-3	4	4	-1.7	-8	5	3	0
Cc1cccc(S(=O)(=O)NNC(=O)c2sc(C)nc2C)c1	-2	5	1	-2	-4	-5.1	2	-6	-1	-1
CC(Oc1cccc(F)c1)c1ccnc2nc(/N=C/N(C)C)nn12 (configuration not stated)	3	-8	0	-5	-5	-0.9	-2	-25	-2	2
COC(=O)c1cc(NC(=O)CN2C(=O)CSC2=O)ccc1Cl	23*	9	-1	4	-3	0.0	-7	-1	3	2
COC(C[C@H]1O[C@@H]1C(=O)COCc1ccccc1)OC	6	-1	0	-1	-1	2.2	0	-6	2	.
COc1ccc(C2NC(=O)N(C)C3=C2C(=O)CC(C)(C)C3)cc1OC (configuration not stated)	6	-2	2	-2	0	1.3	2	12	1	5
COc1ccc(N(C(=O)Cn2nnc3ccccc32)C2(C(=O)NC3CCCC3)CCCCC2)cc1	4	0	-3	0	1	-0.5	-2	-6	2	-13
COC(=O)c1c(C)[nH]c(C(=O)C(C)OC(=O)C2CC(=O)N(c3ccc(C)cc3)C2)c1C (configuration not stated)	-2	-2	-6	2	-7	-3.4	-7	0	-8	-11
COc1ccccc1-c1cc(C(F)(F)F)nc(S(=O)(=O)CCCC(=O)Nc2cccnc2Cl)n1	2	7	-2	1	5	2.0	10	10	3	-18

Compound profiles (already shown). Screens in order: UHRF1 binding	TCR-CD3 inh	SIAE primary	LEDGF integ inh	ABHD4 inh	PG9 binder	Tn7 DDE FP	TDP2 absorb	PRMT1 inh	HTRA1 inh
`COc1ccc(C2NC(=O)N(C)C3=C2C(=O)CC(C)(C)C3)cc1OC` (configuration not stated) in the list: 6	-2	2	-2	0	1.3	2	12	1	5
`COC(=O)c1c(C)[nH]c(C(=O)C(C)OC(=O)C2CC(=O)N(c3ccc(C)cc3)C2)c1C` (configuration not stated) in the list: -2	-2	-6	2	-7	-3.4	-7	0	-8	-11
`CC(Oc1cccc(F)c1)c1ccnc2nc(/N=C/N(C)C)nn12` (configuration not stated) in the list: 3	-8	0	-5	-5	-0.9	-2	-25	-2	2
`O=C(NC12CC3CC(CC(C3)C1)C2)N1CCN(S(=O)(=O)c2ccc(Cl)cc2)CC1` in the list: 3	-8	-4	1	-2	1.9	-3	4	3	-4
`COc1ccccc1-c1cc(C(F)(F)F)nc(S(=O)(=O)CCCC(=O)Nc2cccnc2Cl)n1` in the list: 2	7	-2	1	5	2.0	10	10	3	-18

Remaining list, next part:
SMILES	UHRF1 binding	TCR-CD3 inh	SIAE primary	LEDGF integ inh	ABHD4 inh	PG9 binder	Tn7 DDE FP	TDP2 absorb	PRMT1 inh	HTRA1 inh
CCn1c(SCC(=O)NCc2ccccc2)nnc1-c1ccccc1O	-2	-5	0	-4	7	3.4	3	0	-5	-2
Cc1noc(C)c1C(=O)Nc1ccccc1C(=O)NCCc1ccccc1	-1	6	2	1	-2	-2.9	7	10	-3	-1
O=C(Nc1ccc2c(c1)CCC2)Nc1ccc2c(c1)OCO2	-2	7	-2	-3	3	0.2	-4	-3	-2	11
Cc1nc2ccccn2c1C(=O)NN	0	4	1	0	6	0.7	-11	-7	-3	-1
Cc1nc([N+](=O)[O-])cn1CCC#N	-3	1	11	4	-4	-2.5	-6	6	0	5
O=C(O)C1CCCN1c1ncccc1[N+](=O)[O-] (configuration not stated)	-1	5	-6	-2	-8	0.2	4	-11	7	3
CCOP(=O)(OCC)C(NC(C)=O)C(=O)c1ccccc1 (configuration not stated)	1	-8	-4	-9	2	0.4	7	-5	3	-2
O=C(/C=C/c1ccc(Br)cc1)N1CCN(c2cccc(C(F)(F)F)c2)CC1	2	-8	-9	3	-7	-2.2	-3	-19	-4	-45
COC(=O)c1ccc(/C=N/Nc2nc(N3CCCCC3)nc(N3CCCCC3)n2)cc1	-4	10	3	2	5	-1.4	1	-2	-1	2
COc1ccc(-n2nc3cc(C)c(NC(=O)c4cccnc4)cc3n2)cc1	-3	9	-1	-1	1	3.5	6	-5	0	-1
CCCCCCn1cc(CN(C)C2CN(Cc3cn(CCCCCC)nn3)S(=O)(=O)C2)nn1 (configuration not stated)	15	6	-2	0	5	-0.3	2	7	0	.
Cc1ccc(-c2c(C#N)c(N)n3c(nc4ccccc43)c2C#N)cc1	0	3	-13	4	-10	0.2	1	-4	-1	-7
COc1ccc(OC)c(S(=O)(=O)N2CCc3ccccc3C2)c1	3	-5	2	-4	3	0.0	4	8	4	-6
CCOC(=O)[C@H]1[C@H]2COc3cc(OC)ccc3[C@@H]2N2C(=O)c3cc(F)ccc3NC(=O)[C@@]12C	0	-1	3	2	1	-0.8	1	-3	-1	-28
Cn1cccc1/C=C1\SC(=O)N(CC(=O)Nc2ccc(Cl)cc2)C1=O	-1	1	-17	0	5	-0.7	-6	8	-2	-11
Cc1ccc(-n2ncc3c(=O)[nH]c(SCC(=O)N4CCCCC4)nc32)cc1	0	-3	1	-5	5	-1.3	6	-20	0	1
O=C1CCCC(O)=C1C=Nc1cccc(C(F)(F)F)c1	-1	0	2	2	3	1.5	6	13	1	0
O=C(O)c1ccc(NC(=O)c2cn(-c3ccccc3)nc2-c2ccc(Cl)cc2)cc1	-1	3	-17	6	-120	0.3	-2	2	-5	-77
CCCCCNC(=O)c1ccc(NC(=O)CC2SC(N3CCCC3)=NC2=O)cc1 (configuration not stated)	3	-4	-2	-2	4	0.9	0	-1	0	9
CCOc1cc(NC(=O)c2ccccn2)c(OCC)cc1NC(=O)c1ccc(C)cc1	-1	1	5	1	6	-0.7	-8	-1	-2	4
NS(=O)(=O)c1cc(Br)c2c(c1)S(=O)(=O)NCN2	-2	4	3	2	-1	0.7	-2	5	0	5
CCNCCC(CCC(C)C)c1ccc2c(c1)OCO2 (configuration not stated)	0	2	5	4	15	-1.2	-8	7	0	.
CSCCC(NS(=O)(=O)c1cccc(C(F)(F)F)c1)C(=O)N(C)CCOc1ccc(Cl)cc1 (configuration not stated)	-2	13	-3	-1	-10	-1.8	-1	-4	0	-34
COc1ccc(C(C(C(=O)c2ccco2)N2CCOCC2)N2CCOCC2)cc1 (configuration not stated)	-3	0	1	1	2	0.5	-4	8	1	0
Cn1ncc(Br)c1NC(=O)CSc1ccc(Cl)cc1	-1	7	0	3	-1	-2.1	4	-10	-9	2
COc1ccc(NC(=O)C(CC(=O)O)Cc2ccc(C)cc2)cc1 (configuration not stated)	1	7	-1	3	-3	-2.6	-4	-2	1	1
Cc1cccc(CSc2nnc(-c3cccs3)n2Cc2ccco2)c1	-1	-5	-4	0	-2	-0.2	-5	7	2	-17
CCNC(=S)N/N=C/c1cccs1	-1	-2	4	0	-2	-1.6	7	-7	1	4
Cc1ccc(C(=O)NCCN2CCOCC2)c(Cl)c1	1	-10	-3	0	-6	-1.6	1	6	0	4
CN(C)[C@@H]1CCN(c2ccc3c(c2)OCCCN(C2CC2)S3(=O)=O)C1	15	.	7	1	4	.	-1	4	2	.

Two records drawn at random from the list so far:
SMILES	UHRF1 binding	TCR-CD3 inh	SIAE primary	LEDGF integ inh	ABHD4 inh	PG9 binder	Tn7 DDE FP	TDP2 absorb	PRMT1 inh	HTRA1 inh
O=C(NC12CC3CC(CC(C3)C1)C2)N1CCN(S(=O)(=O)c2ccc(Cl)cc2)CC1	3	-8	-4	1	-2	1.9	-3	4	3	-4
CCNC(=S)N/N=C/c1cccs1	-1	-2	4	0	-2	-1.6	7	-7	1	4
